GLA spleen mod – inhibitors or activators of human alpha-galactosidase in spleen homogenate. AID 2107. Potency, µM (doses to about 80 µM), for the others: at the highest dose activity change, negative = inhibition, hits mostly inhibitors. human spleen homogenate, 4MU-alpha-Gal fluorescence, 40 min. P06280. 240,000 compounds, 0.008% hits;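 note: 0% = enzyme with vehicle and -100% = no enzyme basal signal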
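Human spleen homogenate (1 ug) as enzyme source, 4-methylumbelliferyl-alpha-D-galactopyranoside 1 mM final, citrate/phosphate pH 5.0 with 0.01% Tween-20. Compounds 40 min at 37C, NaOH/glycine stop; fluorescence Ex 365/Em 440, Hill-fit AC50.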
SMN2 splice up – enhancers of SMN2 splice variant expression; 210,000 compounds, 2.8% hits; HEK293 SMN2-luciferase splicing reporter, luminescence, 30-36 h; AID 1458; Potency, µM (doses to about 46.1 µM), inactives show at the highest dose activity change, positive = activation, most hits filed as activators; note: % of control where 0% means no effect; nearly all actives have a fitted effect of over 55% in size
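qHTS luciferase splicing reporter: luminescence rises when SMN2 exon 7 is included in transfected HEK293 cells. Compound exposure lasted 30-36 h at 37C, with 4.5 mM final sodium butyrate as control, followed by a ONE-Glo read.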
GAA glycogen mod – inhibitors or activators of human alpha-glucosidase glycogen cleavage; recombinant GAA, glycogen substrate, Amplex Red glucose oxidase fluorescence; Potency, µM (highest dose often 76.4 µM), for the others: top-dose activity change, negative = inhibition, usual class: inhibitors; 300,000 compounds, 0.38% hits; P10253;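 note: 0% = full enzyme reaction and -100% = no-enzyme basal signal; the screen sought inhibitors and activators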
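Natural-substrate format: glycogen cleavage by 4 nM human enzyme, glucose read by Amplex Red coupling (Ex 573, Em 610 nm). Normalized to enzyme and no-enzyme controls.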
GoLoco inh red – blocks human Gai1 binding to RGS12 GoLoco peptide, red readout; Gai1:RGS12 GoLoco peptide FP, rhodamine, 10 min; Potency, µM (titrated, usually from 61.6 µM), without a hit: top-dose activity, negative = inhibition, hits mostly inhibitors; P63096; 230,000 compounds, 0.44% hits; AID 880; active = well fitted inhibition curve with a large enough effect, not every such curve was filed as active; inactive = no such curve, though single readings can be large or run the other way; note: % is set by controls: 0 for no effect and ±100 for the full control effect; nearly all actives have a fitted effect of over 30% in size; many of its hits are not listed in these tables
Target sequence (P63096 whole entry, looked up): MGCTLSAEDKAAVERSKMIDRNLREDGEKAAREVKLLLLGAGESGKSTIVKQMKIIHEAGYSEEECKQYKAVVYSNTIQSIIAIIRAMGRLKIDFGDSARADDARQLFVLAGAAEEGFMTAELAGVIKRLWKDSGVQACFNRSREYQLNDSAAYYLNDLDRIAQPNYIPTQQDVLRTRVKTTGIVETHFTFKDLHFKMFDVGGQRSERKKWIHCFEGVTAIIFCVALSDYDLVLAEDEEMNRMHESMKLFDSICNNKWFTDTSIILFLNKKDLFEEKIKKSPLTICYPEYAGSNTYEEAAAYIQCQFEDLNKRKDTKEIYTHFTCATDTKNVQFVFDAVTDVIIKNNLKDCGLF
ALDH1A1 inh – inhibitors of human aldehyde dehydrogenase 1A1; P00352; Purified ALDH1A1, NADH fluorescence, propionaldehyde substrate; Potency, µM (series often up to 75.3 µM), without a hit: at the top dose activity, negative = inhibition, hits mostly inhibitors; 220,000 compounds, 7.3% hits; active = well fitted inhibition curve with a large enough effect, not every such curve was filed as active; inconclusive = small, poorly fitted or top-dose-only effect, or another doubt; inactive = no such curve, though single readings can be large or run the other way;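 note: plate controls were no enzyme wells and a reference inhibitor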
KDM4E inh – JMJD2E (human) inhibition; AID 2147; JMJD2E catalytic domain, FDH-coupled NADH fluorescence (FDH is formaldehyde dehydrogenase); 230,000 compounds, 1.6% hits; Potency, µM (doses to about 57.1 µM), inactives show top-dose activity change, negative = inhibition, usual class: inhibitors; B2RXH2; active = well fitted inhibition curve with a large enough effect, not every such curve was filed as active; inconclusive = small, poorly fitted or top-dose-only effect, or another doubt; inactive = no such curve, though single readings can be large or run the other way;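 note: 0% = wells with enzyme and -100% = buffer wells without enzyme; nearly all actives have a fitted effect of over 50% in size; many of its hits are not listed in these tables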
Target sequence (B2RXH2 1-337 limits assumed): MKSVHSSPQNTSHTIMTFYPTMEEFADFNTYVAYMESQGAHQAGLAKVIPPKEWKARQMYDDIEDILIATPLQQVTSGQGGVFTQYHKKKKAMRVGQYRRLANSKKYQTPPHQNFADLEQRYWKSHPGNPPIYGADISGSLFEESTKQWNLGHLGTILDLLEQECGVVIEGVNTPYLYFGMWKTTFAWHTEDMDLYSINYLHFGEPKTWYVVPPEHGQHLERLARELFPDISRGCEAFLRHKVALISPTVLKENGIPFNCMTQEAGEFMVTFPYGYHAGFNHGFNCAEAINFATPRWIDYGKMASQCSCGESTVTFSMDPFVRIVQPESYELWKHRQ
aGlu spleen mod – inhibits or activates alpha-glucosidase in human spleen homogenate. Potency, µM (titrated, usually from 79.9 µM), inactives show top-dose activity change, negative = inhibition, usual class: inhibitors. 240,000 compounds, 0.006% hits. P10253. human spleen homogenate, 4-MU-alpha-glucoside fluorescence;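 note: 0% = enzyme with vehicle and -100% = no enzyme basal signal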
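Compounds were titrated against alpha-glucosidase in spleen homogenate at pH 5.0, with 1 mM 4-methylumbelliferyl substrate for 40 min at 37 C. Reactions were quenched with pH 10 NaOH/glycine and fluorescence measured.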
GAA inhib – alpha-glucosidase (human) inhibition | P10253 | purified human GAA, 4-MU-alpha-glucoside fluorescence | Potency, µM (doses to about 76.9 µM), for the others: top-dose activity change, negative = inhibition, hits mostly inhibitors | 200,000 compounds, 0.005% hits | AID 1466;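 note: plate controls were uninhibited enzyme wells for no effect and no-enzyme background for full effect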
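Human alpha-glucosidase, 4 nM, pre-mixed with test compounds before 400 uM 4-methylumbelliferyl substrate; 20 min room temperature at pH 5.0. Fluorescence read after pH 10 stop; AC50 values from Hill-equation fits.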
An asterisk follows results filed as active; ? = inconclusive; . = not tested or not shown; [ ] = remark or other dose. Unless noted, calls come from the whole dose curve; as a rule, active = well fitted curve in the direction sought with a large enough effect; inconclusive = small, poorly fitted or top-dose-only effect, or another doubt; inactive = no such curve, though single readings can be large; an effect the other way counts as inactive or inconclusive. Potency is the fitted concentration of half-maximal effect.

SMILES	GLA spleen mod	SMN2 splice up	GAA glycogen mod	GoLoco inh red	ALDH1A1 inh	KDM4E inh	aGlu spleen mod	GAA inhib
CCN(CC)CCCNC1CCS(=O)(=O)C1 (stereo unspecified)	7%	4%	5%	2%	4%	7%	4%	-4%
COc1ccc(C[C@H]2CN3C(=NC[C@@H]3Cc3ccccc3)N2C[C@H](C)NC(=O)CCC2CCCCC2)cc1	13%	.	5%	1%	.	-8%	6%	.
O=c1[nH]c(C2C3CC4CC(C3)CC2C4)nc2ccccc12 (stereo unspecified)	2%	-21%	-1%	14%	1%	-1%	2%	5%
Cc1ccc(CNC(=O)Cn2cc(C(F)(F)F)ccc2=O)cc1	-6%	11%	4%	17%	-4%	-4%	-1%	4%
C=C(C)[C@@H]1CC[C@]2(C(=O)O)CC[C@]3(C)[C@H](CCC4[C@@]5(C)CC[C@H](O)C(C)(C)[C@@H]5CC[C@]43C)[C@@H]12 (stereo partly specified)	5%	7%	.	3%	-12%	.	5%	.
CCOC(=O)c1nc(C)n(-c2cc(Cl)cc(Cl)c2)n1	1%	-4%	2%	7%	11%	8%	-3%	5%
NS(=O)(=O)c1ccc(Nc2nc(-c3ccc(O)cc3O)cs2)cc1	0%	14%	?	-1%	-4%	?	-2%	-4%
CCOC(=O)C1=C(N)N2C(=O)C(C)SC2=C(C(=O)OCC)C1c1ccc(O)cc1 (stereo unspecified)	3%	.	-7%	2%	.	-4%	2%	.
Cc1nnc(C)c2c(C)n(-c3ccccc3N)c(C)c12	-2%	.	?	12%	?	-5%	1%	0%
COc1cc(NC(=O)c2cc3c(C)nc4ccccc4c3o2)cc(OC)c1OC	1%	1%	5%	14%	11%	-7%	1%	-4%
CCOc1ccc(N2C(=O)c3cccnc3C2Nc2ccc(F)cc2)cc1 (stereo unspecified)	-11%	-8%	7%	-1%	-12%	-4%	-7%	-11%
CCc1c(C(=O)Nc2cc(C)ccc2OC)[nH]c(C)c1C(C)=O	0%	-6%	5%	20%	-2%	?	-8%	0%
CCOC(=O)CC1=C(C#N)C(c2cccnc2)C(C(=O)OCC)=C(N)O1 (stereo unspecified)	15%	20%	0%	0%	?	-5%	1%	-7%
CCCCNC(=S)N1CCN(C)CC1	-3%	7%	2%	-6%	?	8.9µM*	1%	4%
O=C(O)c1cccc(NC(=S)N/N=C/c2cccc(O)c2)c1	-3%	5%	?	4%	-8%	-5%	-6%	2%
Cc1ccc(/C=C/C(=O)N2CCC(Cc3ccccc3)CC2)cc1	-5%	-8%[1.84 µM]	7%	0%	-14%	?	0%	-2%
CCc1ccc(CN(C(=O)c2cc3ccccc3oc2=O)C2CCS(=O)(=O)C2)cc1 (stereo unspecified)	1%	18µM*	-6%[76.3 µM]	-4%	11%	-26%	-12%	3%
COC(=O)c1ccc(CSc2nc3cc(Cl)ccc3o2)cc1	11%	-10%	4%	23%	-7%	-5%	11%	2%
Cc1cc(NC(=O)Cn2ccc([N+](=O)[O-])n2)no1	-7%	0%	21%	25%	0%	-1%	-2%	2%
CC(=O)NS(=O)(=O)c1ccc(NC(=O)c2ccc(-n3nc(C)cc3C)cc2)cc1	-2%	23%	3%	17%	?	-8%	-4%	-7%
CCOC(=O)N1CCN(C(=O)Nc2ccccc2Cl)CC1	1%	-19%	6%	-2%	6%	2%	-4%	4%
CCCN(CCC)CCNC(=O)CS(=O)Cc1nc(-c2ccc(C)cc2)oc1C (stereo unspecified)	0%	-10%	15%	1%	11%	0%	-10%	3%
COc1ccc(OC)c(-c2cc(-c3cccnc3)nc(N)c2C#N)c1	0%	.	2%	21%	.	?	1%	.
c1ccc(CSc2ccc(-c3ccc4c(c3)OCO4)nn2)cc1	4%	18µM*	-2%	8%	8%	-1%	3%	6%

Among those listed so far, these contain sulfur.
SMILES	GLA spleen mod	SMN2 splice up	GAA glycogen mod	GoLoco inh red	ALDH1A1 inh	KDM4E inh	aGlu spleen mod	GAA inhib
CCN(CC)CCCNC1CCS(=O)(=O)C1 (stereo unspecified)	7%	4%	5%	2%	4%	7%	4%	-4%
NS(=O)(=O)c1ccc(Nc2nc(-c3ccc(O)cc3O)cs2)cc1	0%	14%	?	-1%	-4%	?	-2%	-4%
CCOC(=O)C1=C(N)N2C(=O)C(C)SC2=C(C(=O)OCC)C1c1ccc(O)cc1 (stereo unspecified)	3%	.	-7%	2%	.	-4%	2%	.
CCCCNC(=S)N1CCN(C)CC1	-3%	7%	2%	-6%	?	8.9µM*	1%	4%
O=C(O)c1cccc(NC(=S)N/N=C/c2cccc(O)c2)c1	-3%	5%	?	4%	-8%	-5%	-6%	2%
CCc1ccc(CN(C(=O)c2cc3ccccc3oc2=O)C2CCS(=O)(=O)C2)cc1 (stereo unspecified)	1%	18µM*	-6%[76.3 µM]	-4%	11%	-26%	-12%	3%
COC(=O)c1ccc(CSc2nc3cc(Cl)ccc3o2)cc1	11%	-10%	4%	23%	-7%	-5%	11%	2%
CC(=O)NS(=O)(=O)c1ccc(NC(=O)c2ccc(-n3nc(C)cc3C)cc2)cc1	-2%	23%	3%	17%	?	-8%	-4%	-7%
CCCN(CCC)CCNC(=O)CS(=O)Cc1nc(-c2ccc(C)cc2)oc1C (stereo unspecified)	0%	-10%	15%	1%	11%	0%	-10%	3%
c1ccc(CSc2ccc(-c3ccc4c(c3)OCO4)nn2)cc1	4%	18µM*	-2%	8%	8%	-1%	3%	6%

Reprinted at random: 2 entries already listed, in no set order.
SMILES	GLA spleen mod	SMN2 splice up	GAA glycogen mod	GoLoco inh red	ALDH1A1 inh	KDM4E inh	aGlu spleen mod	GAA inhib
CCOC(=O)N1CCN(C(=O)Nc2ccccc2Cl)CC1	1%	-19%	6%	-2%	6%	2%	-4%	4%
CC(=O)NS(=O)(=O)c1ccc(NC(=O)c2ccc(-n3nc(C)cc3C)cc2)cc1	-2%	23%	3%	17%	?	-8%	-4%	-7%

Bioassay records from PubChem BioAssay.

Some of the compounds tested. The share of hits here may be higher or lower than overall.
